USP2a inh – USP2a (human) protease inhibition; Potency, µM (series often up to 38.3 µM), inactives show at the top dose activity change, negative = inhibition, actives largely listed as inhibitors; 0.01% of 330,000 active; AID 463254; USP2 core, Ub-CHOP2 coupled fluorogenic reporter, 485/531; O75604;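 note: potency is the fitted concentration of half-maximal effect; plate controls were DMSO wells for no effect and full inhibition by NEM control for full effect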
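Cell-free coupled assay: 10nM USP2 core preincubated 30min RT with compound in Tris-HCl pH 8.0/CaCl2/CHAPS buffer, then 25nM Ub-CHOP2 and 25nM reporter substrate; fluorescence (Ex 485/Em 531) read after 60min RT, normalized to NEM inhibition, concentration-response curves fitted.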
TRPV1 ag – agonists of human vanilloid receptor 1 (TRPV1) | Q8NER1 | TRPV1-expressing cells, Fluo-8 calcium influx, agonist mode | activation, % at 8.33 µM | 0.19% of 320,000 active | AID 540275; in the data active = activation above about 80%; inconclusive = between about 30% and that limit; note: 0% is about no effect
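Fluo-8 calcium influx in TRPV1-expressing cells, kinetic read (ex 480/em 520 nm). Compound added and read 3 min for agonist activity, followed by capsaicin at EC20 final and 2 min further read for enhancement.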
A-T KAP1 phos – candidate therapy for ataxia-telangiectasia | […] A-T fibroblasts, KAP-1 phosphorylation AlphaLISA; neocarzinostatin DNA damage 30 min before lysis | Potency, µM (top dose mostly 57.5 µM), for the others: at the top dose activation, hits mostly activators | 0.19% of 320,000 active | AID 485349; note: potency is the fitted concentration of half-maximal effect; % of control where 0% means no effect; nearly all actives have a fitted effect of over 45% in size
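ATM-like activity read as KAP-1 phosphorylation via AlphaLISA donor/acceptor antibody pairs after lysis and 6 hr at 25C. Cells were ATM-null patient fibroblasts ([…], hTERT), dosed 60 min, then exposed to the DSB inducer NCS for 30 min.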
TCR act – activators of T cell receptors | primary human leukocytes, anti-CD3, IL-2 HTRF, 48 h | Potency, µM (highest dose often 9.22 µM), for the others: top-dose activation of IL-2 secretion, hits mostly activators | 330,000 tested, under 10 active | AID 504894; note: % of control where 0% means no effect
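Human primary leukocytes + a-CD3 beads + cpd, 48 hr; IL-2 in supernatant by HTRF (ex 320nm / em 665nm). No co-stimulatory signal supplied.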
TSHR antag – human thyrotropin receptor antagonism | activity change, negative = inhibition, % at 11.5 µM | TSHR-expressing cells, TSH-stimulated cAMP HTRF, 2 h; hits give low values | AID 504810 | P16473 | 0.2% of 330,000 active;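 active = activity change below a set negative limit, meaning inhibition stronger than a set level, cut at about -70% in these data; inconclusive = activity change between two set negative limits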; note: % is set by controls: 0 for no effect and ±100 for the full control effect
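TSHR-expressing cells, 200/well, pre-treated with compound, then stimulated with EC80 TSH (4nM final) for 2 hours at 37 deg C. cAMP measured by competitive HTRF: anti-cAMP cryptate antibody in lysis buffer plus cAMP-d2, read after 30 minutes at room temperature.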
KCNH2 3.1 inh – blocks the human KCNH2 3.1 channel isoform; AID 720553; 0.95% of 340,000 active; U2OS KCNH2 3.1, thallium flux FluxOr; hits give low values; activity change, % (tested at about 1.8 µM);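 active = maximum activity change below -70%; inconclusive = maximum activity change from -70% to -50%; inactive = maximum activity change above -50%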;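 note: thallium influx rate constant from kinetic fluorescence after stimulation buffer; % is set by controls: 0 for no effect and ±100 for the full control effect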
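Measured as rate of thallium-driven FluxOr signal in transduced U2OS cells carrying the 3.1 channel, read kinetically for 2 min upon stimulation; values are rate constants scaled to DMSO control wells.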
hERG WT inh – blocks the wildtype human KCNH2 potassium channel; activity change, % at 1.84 µM; Q12809; 0.37% of 340,000 active; U2OS, BacMam KCNH2, thallium flux FluxOr; hits give low values; AID 720551;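 active = maximum activity change below -70%; inconclusive = maximum activity change between -70% and -50%; inactive = maximum activity change above -50%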; note: % is set by controls: 0 for no effect and ±100 for the full control effect
Target sequence (Q12809 whole entry, looked up): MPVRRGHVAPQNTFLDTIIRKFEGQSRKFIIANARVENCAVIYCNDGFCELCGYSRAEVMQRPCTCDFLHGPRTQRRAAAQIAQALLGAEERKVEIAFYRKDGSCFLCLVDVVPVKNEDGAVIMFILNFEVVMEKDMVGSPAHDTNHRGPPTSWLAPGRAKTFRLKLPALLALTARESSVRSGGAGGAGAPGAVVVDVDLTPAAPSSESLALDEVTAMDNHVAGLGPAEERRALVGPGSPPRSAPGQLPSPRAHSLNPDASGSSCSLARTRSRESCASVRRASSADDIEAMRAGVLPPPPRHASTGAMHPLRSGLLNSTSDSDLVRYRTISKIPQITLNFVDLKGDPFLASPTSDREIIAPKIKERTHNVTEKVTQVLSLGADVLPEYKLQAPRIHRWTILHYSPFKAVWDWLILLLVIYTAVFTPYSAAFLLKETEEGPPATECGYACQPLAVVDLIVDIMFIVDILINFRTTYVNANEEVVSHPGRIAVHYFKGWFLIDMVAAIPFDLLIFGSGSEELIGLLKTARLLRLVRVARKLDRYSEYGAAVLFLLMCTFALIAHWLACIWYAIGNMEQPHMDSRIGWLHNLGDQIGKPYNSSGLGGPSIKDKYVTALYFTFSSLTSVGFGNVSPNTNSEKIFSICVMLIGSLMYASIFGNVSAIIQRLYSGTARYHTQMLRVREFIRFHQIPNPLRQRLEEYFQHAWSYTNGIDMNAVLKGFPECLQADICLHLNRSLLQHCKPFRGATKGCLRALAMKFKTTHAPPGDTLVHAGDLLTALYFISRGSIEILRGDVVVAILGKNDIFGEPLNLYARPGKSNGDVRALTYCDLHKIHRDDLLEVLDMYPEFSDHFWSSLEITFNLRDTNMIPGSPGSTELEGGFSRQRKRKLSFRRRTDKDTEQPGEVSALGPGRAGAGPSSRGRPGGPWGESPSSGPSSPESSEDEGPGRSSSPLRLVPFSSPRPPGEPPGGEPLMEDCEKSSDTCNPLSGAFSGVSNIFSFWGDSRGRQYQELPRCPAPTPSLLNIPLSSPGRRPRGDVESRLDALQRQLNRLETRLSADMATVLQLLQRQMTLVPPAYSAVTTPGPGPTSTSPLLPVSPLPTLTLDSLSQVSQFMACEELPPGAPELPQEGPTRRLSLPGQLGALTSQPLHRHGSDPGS
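U2OS cells transduced with wild-type KCNH2 virus are loaded with FluxOr dye for 45 min, and thallium flux is measured in kinetic reads before and after stimulation buffer. Rate constants are normalized to DMSO controls.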
ELG1 repair inh – inhibitors of ELG1-dependent DNA repair in HEK293T cells; HEK293T ELG1-luciferase reporter, luminescence, 16 h; DNA damage induced by 5-fluorouridine; 2.3% of 330,000 active; Potency, µM (top dose mostly 46.1 µM), for the others: at the highest dose activity change, negative = inhibition, actives largely listed as inhibitors; note: potency is the fitted concentration of half-maximal effect; % is set by controls: 0 for no effect and ±100 for the full control effect; nearly all actives have a fitted effect of over 55% in size
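DMSO vehicle served as the neutral condition. Each well held 2,000 cells given 5-fluorouridine plus compound; after 16 hr at 37 °C/5% CO2, ONE-Glo was added and luciferase measured 30 min later.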
Eya2 inh – Eya2 (human) phosphatase inhibition; recombinant Eya2, OMFP fluorescence dephosphorylation (OMFP is methylfluorescein phosphate); Potency, µM (titrated, usually from 76.9 µM), inactives show at the top dose activity, negative = inhibition, actives largely listed as inhibitors; 0.006% of 330,000 active; AID 488837; note: potency is the fitted concentration of half-maximal effect; % is set by controls: 0 for no effect and ±100 for the full control effect
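Eya2 (0.2 uM) preincubated 10 min at ambient with compound, then OMFP substrate added at 50 uM; 10 min reaction in 50 mM HEPES pH 7.5, 50 mM NaCl, 5 uM MgCl2, 0.05% BSA, 1 mM DTT. Fluorescence read at Ex 485/Em 525 nm.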
Mito fusion yeast – inhibitors of mitochondrial division or activators of mitochondrial fusion | S. cerevisiae fusion-defective mutant growth rescue, CellTiterGlo 48 h | Potency, µM (series often up to 46.1 µM), inactives show at the top dose growth rescue (activation), actives largely listed as activators | 0.23% of 320,000 active | AID 485298;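 note: potency is the fitted concentration of half-maximal effect; % of control where 0% means no effect; nearly all actives have a fitted effect of over 45% in size; temperature-sensitive fusion mutants such as fzo1-1 at 37 °C on non-fermentable ethanol glycerol medium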
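Read-out: ATP-based luminescence (CellTiterGlo, 10 min ambient) reporting growth of fusion-defective ts yeast after 48 hours at 37C on glycerol/ethanol YPEG medium in the presence of compound.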
* hit, by the source's call; ? = inconclusive; · = not tested or not shown; [ ] = another dose, or the depositor's remark. Unless noted, calls come from the whole dose curve; as a rule, active = well fitted curve in the direction sought with a large enough effect; inconclusive = small, poorly fitted or top-dose-only effect, or another doubt; inactive = no such curve, though single readings can be large; an effect the other way counts as inactive or inconclusive. Only part of the results is shown, so the mix of outcomes need not match the whole.

#	Structure	USP2a inh	TRPV1 ag	A-T KAP1 phos	TCR act	TSHR antag	KCNH2 3.1 inh	hERG WT inh	ELG1 repair inh	Eya2 inh	Mito fusion yeast
1	Cc1ccc(S(=O)(=O)NCCC(=O)OC(C)C(=O)NC2CC2)cc1 (configuration not stated)	2%	1	-3%	-2%	-3	-7	-2	?	7%	-5%
2	Cc1cc(C(=O)N/N=C/c2ccccc2Br)no1	0%	4	3%	-10%	7	19	4	?	-21%	0%
3	CN(Cc1ccc(F)cc1)C(=O)c1cccc(OC2CCN(C3CCCC3)CC2)c1	2%	1	8%	3%	-2	7	2	-2%	10%	-4%
4	CC(=O)c1ccc(NC(=O)C(C)N(C)CC(=O)Nc2ccccc2Cl)cc1 (configuration not stated)	0%	?	-3%	-56%	0	8	7	-3%	8%	-1%
5	NC(=O)c1ccc(Cn2c(C(=O)c3ccc(Cl)cc3)c3ccccc3[n+]2[O-])cc1	0%	?	-2%	1%	-3	·	·	13%	10%	2%
6	COc1ccc(NS(=O)(=O)c2ccc3c(c2)oc(=O)n3C)cc1Cl	2%	16	30%	-20%	12	9	-1	-5%	0%	16%
7	Cc1ccccc1C1C(C#N)=C2NC(=O)c3c(sc4c3CCCCC4)N2C2=C1C(=O)CC(C)(C)C2 (configuration not stated)	3%	-1	1%	·	5	·	·	12%	-6%	2%
8	Cc1ccc(S(=O)(=O)CC(=O)c2ccc(C(C)(C)C)cc2)cc1	-1%	26	5%	-7%	-4	3	-6	?	-18%	1%
9	COc1ccc(/C(C)=N/NC(=O)CNC(=O)Cc2ccccc2)c(OC)c1	1%	7	-18%	-30%	11	-3	-30	3%	7%	-6%
10	COc1ccc(OC)c(/C=C2\SC(N3CCCCC3)=NC2=O)c1	-1%	20	9%	-11%	-7	-11	-9	?	3%	7%
11	Cc1ccc(CC(=O)NCCS(=O)c2ccc(Cl)cc2)cc1 (configuration not stated)	1%	8	-1%	0%	-8	-30	-1	15%	-6%	-3%
12	COc1ccc(C(=O)Nc2ccc(C3CC3(Cl)Cl)cc2)cc1 (configuration not stated)	1%	?	-3%	3%	-7	-19	-3	?	-2%	-6%
13	COc1ccc(C2C(C(N)=O)=C(C)Nc3nc(CCCO)nn32)cc1OC (configuration not stated)	0%	-2	23%	-10%	8	-9	-2	5%	3%	1%
14	O=c1cc(-c2cccc3ccccc23)[nH][nH]1	3%	0	-3%	-5%[46.1 µM]	1	9	3	-5%	-6%	0%
15	O=C(c1cccc(F)c1)N1CCCN(C(=O)c2cccc(F)c2)CC1	-4%	-5	-7%	-4%[46.1 µM]	2	-2	7	1%	10%	0%

Further entries.
#	Structure	USP2a inh	TRPV1 ag	A-T KAP1 phos	TCR act	TSHR antag	KCNH2 3.1 inh	hERG WT inh	ELG1 repair inh	Eya2 inh	Mito fusion yeast
16	COc1ccccc1OCC(=O)Nc1cc(Cl)ccc1Oc1ccccc1	-2%	8	11%	-2%[46.1 µM]	-2	-5	2	-25%	-5%	19%
17	CC1(C)CC(=O)C2=C(C1)OC1=C(C(=O)CC(C)(C)C1)C2c1cc([N+](=O)[O-])cc([N+](=O)[O-])c1O	0%	-1	-9%	5%	31	-15	-1	?	19%	2%
18	O=C1C(c2ccnc3ccccc23)=C(O)c2ccccc21	-3%	-1	-2%	-2%[46.1 µM]	-5	-4	-8	?	-3%	0%
19	Cc1ccc(OCC(=O)Nc2ccccc2-c2ccccc2NC(=O)COc2ccc(C)cc2)cc1	2%	12	4%	0%[46.1 µM]	4	-10	-10	0%	-12%	-2%
20	C[C@@H](C(=O)Nc1ccc2ccccc2c1)[C@@H]1C[C@@]1(C)[C@@H](NC(=O)c1cccnc1)c1ccccc1	-5%	1	?	15%	-4	-1	-5	-3%	4%	6%
21	CCC1(c2ccccc2)NC(=O)N(CC(=O)N(C)Cc2c(F)cccc2Cl)C1=O (configuration not stated)	1%	3	-10%	-4%	3	1	4	4%	7%	32%
22	COc1ccc(OC)c2sc(NC(=O)c3ccc(Br)s3)nc12	1%	-1	-8%	-2%	-6	6	-2	14%	9%	1%
23	CCOC(=O)c1cnc2nc(NCc3ccc(OC)c(OC)c3)[nH]n2c1=O	0%	2	·	1%[46.1 µM]	33	-14	2	19%	3%	1%
24	O=Cc1[nH]c2ccccc2c1N(C(=O)CCl)c1ccccc1	2%	-1	24%	-13%	-8	-7	-2	?	-8%	10%
25	Cc1cc(C(=O)Nc2ccccc2Cl)n(-c2ccccc2)n1	0%	3	0%	-1%	-4	-8	-10	15%	-3%	-6%
26	CCCCOc1ccc(C(=O)N2CCN(c3ccc(N4CCOCC4)nn3)CC2)cc1	-1%	19	2%	3%	4	-29	-6	?	6%	1%
27	COc1ccc(OC)c(/C=C/C(=O)c2ccc3c(c2)OCCO3)c1	2%	7	5%	·	4	-3	-6	-15%	?	-12%
28	CN(C)c1ccc(NS(=O)(=O)c2ccc(-c3csnn3)cc2)cc1	2%	-2	0%	-1%	-37	2	17	?	-12%	-8%
29	CN(C)C(=O)c1ccc(=O)n(Cc2ccc(Cl)cc2Cl)c1	4%	3	-2%	1%	-4	1	-4	1%	-5%	-7%
30	CCCCN(CCCC)CC(O)COc1ccccc1Br (configuration not stated)	-1%	4	18%	-1%[46.1 µM]	-4	-26	4	-1%	5%	-1%

The list continues.
#	Structure	USP2a inh	TRPV1 ag	A-T KAP1 phos	TCR act	TSHR antag	KCNH2 3.1 inh	hERG WT inh	ELG1 repair inh	Eya2 inh	Mito fusion yeast
31	Cn1nnnc1SCC(=O)Nc1cc(C(C)(C)C)nn1-c1ccccc1	0%	1	0%	7%	0	-8	18	-5%	-17%	0%
32	Cc1ccc(-n2c(SC3CCOC3=O)nc3ccccc3c2=O)cc1 (configuration not stated)	2%	-4	1%	·	3	·	·	10%	-5%	-8%
33	COCCNC(=S)N1CCC(C(=O)c2ccc3c(c2)OCCO3)CC1	1%	13	-1%	4%	5	6	5	-14%	4%	1%
34	CN1C(=O)c2ccc(C(=O)Nc3nccs3)cc2C1=O	1%	2	-1%	-1%	-12	-2	4	-6%	8%	1%
35	Cc1ccc2[nH]c(C(=O)N/N=C/c3ccccc3O)c(C)c2c1	4%	?	·	0%	-2	-8	-13	2.3µM*	12%	-7%
36	CN(c1ccccc1)c1nc(N)c([N+](=O)[O-])c(Nc2cccc(F)c2)n1	-4%	2	-3%	-4%	1	6	-12	2%	-4%	22%
37	COc1cc2c(cc1OC)C(C)N(C(=S)Nc1ccccc1)CC2 (configuration not stated)	0%	2	0%	-6%[46.1 µM]	-2	1	7	-3%	-2%	-8%
38	CN(Cc1ccc(F)cc1)C(=O)c1cc(COc2ccc(F)cc2F)on1	-2%	?	-4%	-2%	-9	5	7	-11%	-6%	2%

Whole records, looked up by structure. Order of values: USP2a inh, TRPV1 ag, A-T KAP1 phos, TCR act, TSHR antag, KCNH2 3.1 inh, hERG WT inh, ELG1 repair inh, Eya2 inh, Mito fusion yeast
Cc1ccc2[nH]c(C(=O)N/N=C/c3ccccc3O)c(C)c2c1 as listed: 4%, ?, ·, 0%, -2, -8, -13, 2.3µM*, 12%, -7%
CN1C(=O)c2ccc(C(=O)Nc3nccs3)cc2C1=O as listed: 1%, 2, -1%, -1%, -12, -2, 4, -6%, 8%, 1%
COCCNC(=S)N1CCC(C(=O)c2ccc3c(c2)OCCO3)CC1 as listed: 1%, 13, -1%, 4%, 5, 6, 5, -14%, 4%, 1%

An excerpt of these results, with each value named.
16: COc1ccccc1OCC(=O)Nc1cc(Cl)ccc1Oc1ccccc1
- USP2a inh: -2%
- TRPV1 ag: 8
- A-T KAP1 phos: 11%
- TCR act: -2%[46.1 µM]
- TSHR antag: -2
- KCNH2 3.1 inh: -5
- hERG WT inh: 2
- ELG1 repair inh: -25%
- Eya2 inh: -5%
- Mito fusion yeast: 19%
17: CC1(C)CC(=O)C2=C(C1)OC1=C(C(=O)CC(C)(C)C1)C2c1cc([N+](=O)[O-])cc([N+](=O)[O-])c1O
- USP2a inh: 0%
- TRPV1 ag: -1
- A-T KAP1 phos: -9%
- TCR act: 5%
- TSHR antag: 31
- KCNH2 3.1 inh: -15
- hERG WT inh: -1
- ELG1 repair inh: ?
- Eya2 inh: 19%
- Mito fusion yeast: 2%
18: O=C1C(c2ccnc3ccccc23)=C(O)c2ccccc21
- USP2a inh: -3%
- TRPV1 ag: -1
- A-T KAP1 phos: -2%
- TCR act: -2%[46.1 µM]
- TSHR antag: -5
- KCNH2 3.1 inh: -4
- hERG WT inh: -8
- ELG1 repair inh: ?
- Eya2 inh: -3%
- Mito fusion yeast: 0%
